From PubChem BioAssay
Pf growth 96h: Primary qHTS for delayed death inhibitors of the malarial parasite plastid, 96 hour incubation | P. falciparum luciferase reporter growth, 96 h | Potency, µM (titrated, usually from 28.7 µM), without a hit: top-dose activity change, negative = inhibition, actives largely listed as inhibitors | hit rate 6.9% among 320,000; further: potency means the concentration at half of the fitted maximal effect; on the % scale 0 is the no-effect control and ±100 the full control effect
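Erythrocytes infected with luciferase-expressing P. falciparum were dispensed at 2% hematocrit and 0.05% parasitemia (final), then incubated with compounds 96 hours at 37 C in 5% CO2. Luminescence after detection reagent addition reported growth.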
HCV inhibitor: qHTS Assay for Inhibitors of Hepatitis C Virus (HCV). AID 651820, 2012. Huh7.5.1 HCVcc-Cre infection, luciferase reporter, 44 h. Potency, µM (top dose mostly 41.8 µM), for the others: top-dose activity change, negative = inhibition, hits mostly inhibitors. hit rate 3.4% among 340,000; further: potency means the concentration at half of the fitted maximal effect; on the % scale 0 is the no-effect control and ±100 the full control effect
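Cells (1,000/well) were plated 4 h before compound, then infected with HCVcc-Cre virus (~0.5 moi). After 44 h further culture, infection was read as luciferase luminescence following a 15 min substrate incubation at room temperature.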
Shiga inhibitor: A qHTS for Small Molecule Inhibitors of Shiga Toxin; Vero cells, Shiga toxin protein synthesis inhibition reporter; inhibition, % at 38.7 µM; hit rate 9.2% among 290,000; AID 2315, 2010; in the data active means inhibition mostly above about 28%, no sharp cut-off; inactive means mostly below about 43%; further: 0% is about no effect
Pf growth 48h: Primary qHTS for delayed death inhibitors of the malarial parasite plastid, 48 hour incubation | P. falciparum luciferase growth in erythrocytes, 48 h | Potency, µM (series often up to 28.7 µM), inactives show at the highest dose activity change, negative = inhibition, most hits filed as inhibitors | hit rate 5.9% among 310,000 | AID 504832, 2011; further: potency means the concentration at half of the fitted maximal effect; on the % scale 0 is the no-effect control and ±100 the full control effect
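Here the parasites carry a stable luciferase gene and grow inside erythrocytes in Albumax-based RPMI medium with compound for one erythrocytic cycle. Activity is scored as loss of luminescent signal.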
Cycloheximide cs: Cycloheximide Counterscreen for Small Molecule Inhibitors of Shiga Toxin; AID 2314, 2010; cell reporter, cycloheximide protein synthesis inhibition counterscreen; max response, %; hit rate 12% among 300,000; in the data active means max response mostly above about 13%, no sharp cut-off; inactive means mostly below about 14%; further: read at 38.3 µM for the half of the compounds with a filed dose; 0% is about no effect
FBPA Giardia inh: qHTS Assay for Inhibitors of Fructose-1,6-bisphosphate Aldolase from Giardia Lamblia | purified Giardia FBPA | A8B2U2 | Potency, µM (top dose mostly 59.6 µM), without a hit: at the top dose activity, negative = inhibition, usual class: inhibitors | hit rate 0.71% among 290,000; further: potency means the concentration at half of the fitted maximal effect; on the % scale 0 is the no-effect control and ±100 the full control effect; nearly all actives have a fitted effect of over 55% in size
Target sequence (A8B2U2 whole entry, looked up): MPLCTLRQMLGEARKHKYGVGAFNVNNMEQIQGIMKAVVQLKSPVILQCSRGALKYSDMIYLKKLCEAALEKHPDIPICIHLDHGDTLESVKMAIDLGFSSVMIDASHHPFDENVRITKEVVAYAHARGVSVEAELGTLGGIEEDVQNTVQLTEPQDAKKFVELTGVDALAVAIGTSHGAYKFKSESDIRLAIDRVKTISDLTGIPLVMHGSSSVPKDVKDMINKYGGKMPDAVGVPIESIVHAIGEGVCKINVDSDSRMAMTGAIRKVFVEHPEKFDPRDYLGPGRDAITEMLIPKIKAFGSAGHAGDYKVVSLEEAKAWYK
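Giardia FBPA (40 nM reagent) was preincubated 10 min at RT with compound (up to 57.5 uM final), then substrate plus GAPDH/TPI/NAD/arsenate coupling system with diaphorase/resazurin was added; resorufin fluorescence (525/598 nm) was read after 20 min.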
Numbers without * were called inactive; ? = inconclusive; . = no result given; & = joins results of further samples; [ ] = remark or other dose. Unless noted, the call rests on the fitted dose curve; in most records, active means well fitted curve in the direction sought with a large enough effect; inconclusive means small, poorly fitted or top-dose-only effect, or another doubt; inactive means no such curve, though single readings can be large; an effect the other way counts as inactive or inconclusive. This is a random part of the collection; overall some 24% were active at least once.

SMILES	Pf growth 96h	HCV inhibitor	Shiga inhibitor	Pf growth 48h	Cycloheximide cs	FBPA Giardia inh
Cc1ccc(O)c(C2=Nc3ccccc3N=C(c3ccc([N+](=O)[O-])cc3)C2)c1	?	0.1%	15.0	-21.5%	25.2*	2.3%
O=C(COc1ccc(F)cc1Cl)Nc1cccc(S(=O)(=O)N2CCCC2)c1	?	10µM*	.	?	.	.
COc1ccc2cnn(-c3ccccc3C)c(=O)c2c1OC	?	-5.8%	-2.2	-24.8%	-1.4	6.4%
CSc1ccccc1NC(=O)c1ccc(CN2CCOCC2)cc1	-18.9%	6.1%	51.9*	-14.9%[5.75 µM]	12.9*	5.0%
CCN(C(=O)c1cnc(NC(C)C)cc1C(F)(F)F)c1ccc(Cl)cc1	11.7µM*	?	-7.6	?	-1.2	-7.8%
COc1ccc(NC(=O)C2CCN(S(=O)(=O)c3c(C)nn(C)c3C)CC2)cc1	?	5.1%	2.8	4.1%	-3.0	-4.6%
COc1ccc(CN(C(=O)CNC(=O)c2ccco2)C(C(=O)NC2CCCC2)c2ccco2)cc1 (stereo not drawn)	38.1%[activator]	-2.4%&8.3%	-6.9	-7.1%	-0.8	7.0%
Cc1ccc(OCC(=O)NCCCNC(=O)c2ccncc2)cc1C	-18.8%	11.4%	-2.0	-13.3%	-1.0	4.9%
COc1ccc2[nH]c(C(=O)O)c(NS(=O)(=O)c3ccc(C)c(C)c3)c2c1	0.5%	8.9%	-12.0	15.4%	-2.8	18.4%
CCC1(c2ccccc2)NC(=O)N(CC(=O)Nc2ccc(S(=O)(=O)Nc3ncccn3)cc2)C1=O (stereo not drawn)	20.9%	1.3%	.	6.7%	.	.
O=C(O)COc1ccccc1/C=C1\SC(=S)N(/N=C/c2ccccc2O)C1=O	38.5%[activator]	3.8%	-11.0	19.3%	0.6	18.3%
CN(C(=S)NC(=O)C1CC1)c1ccc(O)cc1	127.4%[activator]	?	.	81.6%[activator]	.	.
CCc1cccc(C)c1NC(=O)CSc1nnc(CCCOc2ccc(Cl)cc2Cl)n1C	-26.3%	?	-18.4	?	-6.7	4.0%
CC1Cc2cc(/C(O)=C3/C(=O)C(=O)N(CCN4CCOCC4)C3c3cccc(O)c3)ccc2O1 (stereo not drawn)	?	11.4%&14.0%	91.3*	227.7%[activator]	62.3*	-0.1%
COc1ccc(CCNC(=O)CN(C)S(=O)(=O)c2cccs2)cc1	20.5%	8.7%	.	5.5%	.	.
COc1ccc(-n2nc(C(=O)N3CCCCC3)c3ccccc3c2=O)cc1	43.5%[activator]	14.1%	-40.8	-10.1%	-3.4	7.4%
Cc1ccc(-c2ccc(/C=C(\C#N)C(=O)Nc3cc(C)nn3-c3ccccc3)o2)cc1	17.2%	1.5%	-0.7	14.3%	1.1	3.8%
CCCCc1c(O)nc(SCC(=O)c2ccccc2)n(-c2ccccc2C)c1=O	18.9%	15.9%	-19.2	42.8%[activator]	-4.0	15.1%
CSC1=NCCN1S(=O)(=O)c1ccc(F)cc1	32.4%[activator]	21.4%	4.4	-14.9%	6.3	-0.8%
CCn1nc2cc(C(=O)NCCc3cccs3)ccc2c1OC	-11.9%	-10.0%	75.2*	182.7%[activator]	39.5*	4.0%
O=C(NCc1ccccc1)C(c1ccc(F)cc1)N(Cc1cccs1)C(=O)c1cnccn1 (stereo not drawn)	-13.3%	4.6%	-5.6	-9.6%	-1.1	9.9%
CC(C)(C)NCCOCCOc1ccccc1-c1ccccc1	3.7µM*	-21.1%	1.2	?	-5.0	?
O=C(NCC1CCCCC1)C12CN(Cc3ccccc3)CC1C(c1cccc([N+](=O)[O-])c1)=NO2 (stereo not drawn)	?	21.0%	14.2	1.65µM*	-0.9	-1.4%
CN(CCOc1ccccc1)C(=O)c1ccc2c(c1)OCO2	-7.6%	-6.5%	.	-17.5%	.	.
Cc1nnc(SCC(=O)NC2CCCC2)n1CCc1ccccc1	13.1%	11.9%	-4.2	-16.8%	-6.5	.
CC(C)C[C@H](NC(=O)OC(C)(C)C)C(=O)NCC1CCC(C(=O)N[C@@H](Cc2ccccc2)C(=O)O)CC1 (stereo partly drawn)	-7.3%	7.0%	-7.3	9.8%	4.8	-4.4%
Cn1c(CN2CCOCC2)nc2cc(NC(=O)c3ccc(Cl)cc3)ccc21	?	2.82µM*	69.5*	-11.9%	32.5*	-5.9%
Cc1ccn2c(C(=O)NN=C3CCCCCCC3)c(C)nc2c1	29.2%	25.8%	18.2	1.8%	-1.2	-3.2%
CC(c1ccccc1)n1cc(C(=O)NCC2CCCO2)nn1 (stereo not drawn)	11.6%	0.1%	9.6	-9.2%	-0.7	-5.4%
COc1ccc(C(=O)Nc2nccs2)cc1OC	.	?	115.8	97.8%[activator]	27.6*	0.4%
Cc1ccc(N(Cc2cc3cc(C)ccc3[nH]c2=O)S(=O)(=O)c2ccccc2)cc1	-8.3%	-1.3%	-10.5	?	-2.0	-0.6%
COc1ccccc1/C=C(/C(=O)OCC(=O)Nc1ccccc1C)c1ccccc1	-4.2%	-4.2%	7.3	-17.7%	4.3	10.8%
CCN(CC)c1ccc(/C=N/NC(=O)c2ccc3nc[nH]c3c2)cc1	-19.7%	-15.5%	11.0	?	-2.3	-0.5%
Cc1cc2nc3n(c2cc1C)CC1CC(C(=O)NCc2cccc(Br)c2)N(C)C31 (stereo not drawn)	24.7%	-1.4%	.	?	.	.
Cc1ccc(S(=O)(=O)N(C)CC(=O)Nc2ccc(C)cn2)cc1	42.0%[activator]	21.5%	.	31.6%[activator]	.	.
COC(=O)CSc1nnc(-c2sc3cc(OC)ccc3c2Cl)n1C	-7.3%	8.5%	-9.6	22.2%	-0.5	0.2%
Cc1cc(/C=C(\C#N)C(=O)NCc2ccco2)c(C)n1C1CCCC1	.	?	85.0*	17.1%	50.9*	0.3%
CCOC(=O)N1CCN(C(=O)CSc2nnc(-c3ccc(C(C)(C)C)cc3)o2)CC1	-8.1%	2.2%	-7.9	-1.1%	1.1	-0.5%
CCOCCCn1c(SCC(=O)Nc2cc(OC)ccc2OC)nc2ccccc2c1=O	?	?	-1.0	5.86µM*	-2.8	-25.5%
O=C(OC1Cn2c(=O)ccc(=O)n2C1)c1ccccc1	0.0%	2.6%	-3.6	11.4%	-2.7	2.3%
O=C(Nc1ccc(Oc2cccnc2)cc1)C1CCN(Cc2cc(Cl)ccc2O)CC1	?	?	22.6	1.31µM*	10.1	.
Cc1cc(S(=O)(=O)Nc2ccc(C(=O)NCC3(N4CCCCC4)CCCCC3)cc2)ccc1F	13.1µM*	-20.2%	.	?	.	.
O=C(COc1ccc(F)cc1)Nc1nc2c(s1)CCCC2	?	-10.9%	70.5	37.6%[activator]	37.6*	-10.3%
COC(=O)c1sccc1NC(=O)Nc1cccc(C)c1	?	-8.5%	60.4*	294.0%[activator]	32.1*	-19.9%
FC(F)(F)c1nc2ccccc2nc1N/N=C/c1c(Cl)cccc1Cl	-8.5%	-1.4%	-6.8	9.28µM*	-2.3	0.5%
N/C(=N\OC(=O)c1ccc2c(c1)OCO2)c1ccncc1	-23.3%	5.1%	43.9	53.9%[activator]	35.4*	2.0%
COc1ccc(NC(=O)Cn2cnc3c(cnn3-c3ccc(C)c(C)c3)c2=O)c(OC)c1	?	?	-24.3	-10.9%	0.7	2.4%
COc1ccccc1C(=O)NCCC(=O)NCC(c1ccco1)N1CCCCC1 (stereo not drawn)	?	32.7%[activator]	.	?	.	.
COc1cc(OC)cc(C(=O)NNC(=O)CCCOc2ccccc2)c1	0.0%	1.7%	.	-17.0%	.	.
COc1ccc(-c2ccc(C#N)c(SCC(=O)OCc3ccccc3)n2)cc1OC	-4.6%	-3.8%	22.2	?	-0.7	-3.9%
Cc1cc(C)n2nc(SCC(=O)N(CC(C)C)c3c(N)n(CC(C)C)c(=O)[nH]c3=O)nc2n1	3.9%	10.2%	-6.3	7.3%	-2.3	3.1%
COc1ccc(NC(=S)NC(=O)/C=C/c2ccco2)cc1	88.8%[activator]	-22.6%	100.8*	48.2%[activator]	43.3*	7.2%
Cc1ccc2nc3c(c(C(=O)OC4CCOC4=O)c2c1)CCCC3 (stereo not drawn)	?	22.9%	0.8	?	-0.8	0.9%
CCOC(=O)CNS(=O)(=O)CCN1C(=O)c2ccccc2C1=O	?	19.6%	-8.2	.	-3.3	2.6%
COC1C=CO[C@@]2(C)Oc3c(C)c(O)c4c(O)c(c5c(nc6cc(C)ccn65)c4c3C2=O)NC(=O)/C(C)=C\C=CC(C)C(O)[C@@H](C)C(O)C(C)[C@@H](OC(C)=O)C1C (stereo partly drawn)	4.78µM*	.	.	6.75µM*	.	-21.6%
O=C(NN1CCOCC1)c1cc(Cl)ccc1Cl	0.0%	7.9%	30.4	?	3.4	.
COCCCNC(=S)N1CCCN(c2nc3c(C)c(C)ccc3cc2C#N)CC1	-28.3%	-13.9%	-4.3	-4.2%	-5.4	-1.5%
Cc1ccnc2ccc(SC(F)(F)F)cc12	1.8%	17.8%	15.4	15.2%	2.7	8.2%
CCOc1cccc(CNc2ccc(O)cc2)c1OCc1ccc(Cl)cc1Cl	?	-31.1%	-21.8	?	7.5	12.6µM*
Cc1ccc(S(=O)(=O)N2CCN(C(=O)c3ccc(OCc4c(C)noc4C)cc3)CC2)cc1	0.0%	?	-11.3	.	-2.9	-7.9%

Compound profiles, from the list above. Order of values: Pf growth 96h | HCV inhibitor | Shiga inhibitor | Pf growth 48h | Cycloheximide cs | FBPA Giardia inh
Cc1ccc(OCC(=O)NCCCNC(=O)c2ccncc2)cc1C in the list: -18.8% | 11.4% | -2.0 | -13.3% | -1.0 | 4.9%
CC1Cc2cc(/C(O)=C3/C(=O)C(=O)N(CCN4CCOCC4)C3c3cccc(O)c3)ccc2O1 (stereo not drawn) in the list: ? | 11.4%&14.0% | 91.3* | 227.7%[activator] | 62.3* | -0.1%
Cc1ccn2c(C(=O)NN=C3CCCCCCC3)c(C)nc2c1 in the list: 29.2% | 25.8% | 18.2 | 1.8% | -1.2 | -3.2%
O=C(Nc1ccc(Oc2cccnc2)cc1)C1CCN(Cc2cc(Cl)ccc2O)CC1 in the list: ? | ? | 22.6 | 1.31µM* | 10.1 | .

The listing continues.
SMILES	Pf growth 96h	HCV inhibitor	Shiga inhibitor	Pf growth 48h	Cycloheximide cs	FBPA Giardia inh
N/C(=N\OC(=O)c1ccc2ccccc2c1)c1ccccn1	59.9%[activator]	6.2%	6.3	-18.9%	-1.2	0.3%
CCOc1cc(C(=O)NC(C)C2CCCO2)cc(OCC)c1OCC (stereo not drawn)	11.7µM*	6.2%	-8.1	40.7%[1.15 µM]	-3.9	5.0%
CCOC(=O)N1CCC(=NNc2ccc(S(N)(=O)=O)cc2[N+](=O)[O-])CC1	23.5%[5.75 µM]	8.8%	-5.9	5.9%[5.75 µM]	0.2	-0.1%
O=C(Cn1cc([N+](=O)[O-])cn1)NCc1ccco1	?	19.9%	-11.1	16.5%	-2.4	-2.4%
COc1cccc(C(=O)c2c[nH]c(C(=O)NCCCN(C)C)c2)c1	-16.1%	15.6%	75.8	26.2%	12.8	3.5%
CCc1cc2c(=O)c(-c3nc4ccccc4n3C)c(COCC(=O)O)oc2cc1OC(=O)C(C)(C)C	.	-4.0%	-0.7	2.3%	-0.5	-4.2%
Cc1cc(NC(=O)CSc2nnc(Nc3ccccc3)s2)no1	.	0.0%	-22.8	17.3%	-1.0	3.5%
COC(=O)C1(CO)NC(c2ccc(C)cc2)C2C(=O)N(c3ccccc3)C(=O)C21 (stereo not drawn)	-14.6%	9.3%	-4.4	-3.6%	-1.8	8.5%
